SENP6 inh: blocks the human protease SENP6 | Q9GZR1 | Recombinant SENP6 catalytic domain, aminoluciferin luminescence | inhibition, % at 10 µM | 330,000 tested, 1.8% active | AID 2599;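 active = inhibition above about 50% at the single tested dose, limit read from the data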;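 also: plate controls were DMSO wells with enzyme for no effect and DMSO wells lacking enzyme for full effect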
Target sequence (Q9GZR1 628-1112 limits assumed): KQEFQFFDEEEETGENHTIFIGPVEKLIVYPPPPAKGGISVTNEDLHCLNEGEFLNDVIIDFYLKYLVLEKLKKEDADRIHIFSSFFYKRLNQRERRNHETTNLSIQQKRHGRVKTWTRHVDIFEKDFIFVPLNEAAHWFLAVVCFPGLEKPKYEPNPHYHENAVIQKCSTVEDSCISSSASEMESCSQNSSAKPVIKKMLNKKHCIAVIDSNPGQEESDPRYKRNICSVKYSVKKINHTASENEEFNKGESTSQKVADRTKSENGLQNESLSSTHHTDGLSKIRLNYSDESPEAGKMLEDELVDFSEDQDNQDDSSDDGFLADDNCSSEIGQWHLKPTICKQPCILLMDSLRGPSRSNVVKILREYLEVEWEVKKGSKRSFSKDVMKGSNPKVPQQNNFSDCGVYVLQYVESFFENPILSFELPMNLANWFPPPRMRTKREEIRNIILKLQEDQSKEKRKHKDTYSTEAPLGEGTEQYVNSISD
ATG4B inhibitor: ATG4B (human) cysteine protease inhibition; ATG4B cleavage of LC3-PLA2, NBD-HPC fluorescence, 1 h; 340,000 tested, 0.51% active; inhibition, % at 8.33 µM; in the data active = inhibition above about 40%
SENP8 block: SENP8 (human) protease inhibition; recombinant SENP8, Nedd8 substrate fluorescence; inhibition, % at 20 µM; 360,000 tested, 0.64% active; AID 602440; in the data active = inhibition mostly above about 40%, no sharp cut-off; inactive = mostly below about 27%
Target sequence (Q96LD8 whole entry, looked up): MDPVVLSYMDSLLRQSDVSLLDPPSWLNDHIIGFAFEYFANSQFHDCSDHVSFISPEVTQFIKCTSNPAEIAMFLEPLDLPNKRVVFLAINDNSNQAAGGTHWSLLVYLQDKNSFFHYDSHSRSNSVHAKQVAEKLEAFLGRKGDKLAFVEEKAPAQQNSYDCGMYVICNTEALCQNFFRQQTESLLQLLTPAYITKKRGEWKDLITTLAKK
SENP7 inh: inhibitors of human SENP7 protease; Q9BQF6; recombinant SENP7, Z-RLRGG-aminoluciferin luminescence, 40 min; inhibition, % at 5 µM; 330,000 tested, 1.5% active; AID 434973;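 active = inhibition above about 50% at the single test dose, limit read from the data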;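 also: plate controls were DMSO with enzyme for no effect and no enzyme buffer wells for full effect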
Target sequence (Q9BQF6 706-1050 limits assumed): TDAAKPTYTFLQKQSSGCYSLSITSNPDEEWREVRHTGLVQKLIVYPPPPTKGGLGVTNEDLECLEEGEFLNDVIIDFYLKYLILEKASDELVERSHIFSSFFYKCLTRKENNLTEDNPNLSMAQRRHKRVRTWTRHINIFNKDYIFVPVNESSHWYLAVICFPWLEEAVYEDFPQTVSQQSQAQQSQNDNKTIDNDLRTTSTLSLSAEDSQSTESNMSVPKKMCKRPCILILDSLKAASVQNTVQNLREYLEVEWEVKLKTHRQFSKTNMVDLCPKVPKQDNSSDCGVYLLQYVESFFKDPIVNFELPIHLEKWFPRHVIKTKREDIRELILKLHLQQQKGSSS
MPTP block: permeability transition pore inhibition | 360,000 tested, 1.4% active | AID 602449 | inhibition, % at 10 µM | isolated mouse mitochondria, Ca2+ swelling absorbance, 30 min;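 active = inhibition of 50% or more, scaled per plate between neutral and stimulator controls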;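 also: 0% = DMSO wells given calcium and 100% = 1 mM EGTA wells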
HKDC1 inh: blocks human hexokinase HKDC1 activity; recombinant HKDC1, G6PDH/diaphorase resazurin coupled fluorescence; inhibition, % at 20 µM; 340,000 tested, 0.16% active; AID 493160;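 active = inhibition above about 35% when tested at 20 µM, limit read from the data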;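 also: plate controls were DMSO wells with enzyme for no effect and DMSO wells lacking enzyme for full effect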
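Incubation: 90 min at room temperature in dark / Material: recombinant HKDC1 (HK5) hexokinase enzyme, produced in-house / Quantity: enzyme 5 µg/mL final / Compound: one dose of 20 µM, 1% DMSO / Reagent: glucose and ATP substrates / Buffer or medium: Tris pH 8.0 buffer with MgCl2, Tween-20, BSA, BME / Technique: resorufin fluorescence at 613 nm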
GRIN3A LBD mod: modulators (binders) of human NR3A ligand-binding domain | NR3A LBD differential scanning fluorimetry, Tm shift; 0% = protein alone, 100% = glycine-bound protein | 340,000 tested, 2.5% active | AID 1259313 | Tm shift relative to glycine control, % at 25 µM;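 active = melting temperature shift of at least 10% of the positive control shift, at one fixed dose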
PfG6PD inh: PfG6PD (Plasmodium falciparum) enzyme inhibition | PfGluPho enzyme, NADPH resazurin-diaphorase fluorescence | inhibition, % at 20 µM | 350,000 tested, 0.78% active;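 active = inhibition reaching at least a set limit at 20 µM in the primary screen, cut at about 59% in these data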;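 also: 0% = DMSO wells with substrate and 100% = DMSO wells lacking glucose-6-phosphate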
The depositor's hits bear a star; · = no result given.

Each structure is followed by: SENP6 inh, ATG4B inhibitor, SENP8 block, SENP7 inh, MPTP block, HKDC1 inh, GRIN3A LBD mod, PfG6PD inh
[1] FC(F)(F)c1cc(-c2ccco2)nc(NCc2ccccc2)n1
    0.0, 37.2, -186.7, 6.1, 1.7, 4.3, -5.0, 13.1
[2] Cc1ccc(C(=O)N/C(=C\c2ccc(F)cc2)C(=O)NCc2ccncc2)cc1
    11.4, -1.4, 11.8, 6.8, -0.7, -12.4, -0.1, -19.9
[3] O=C(CN1C(=O)/C(=C\c2ccccc2Cl)Sc2ccccc21)NCCCN1CCOCC1
    -6.1, 4.0, -20.2, 11.5, 0.2, -1.6, 1.8, 0.3
[4] CCOC(=O)N1CCN(C(=O)CSc2nc3c([nH]c4ccccc43)c(=O)n2CCOC)CC1
    2.4, -8.7, -16.1, -3.5, -0.1, -1.6, 0.2, -4.4
[5] CC1=C(C(=O)OC(C)C)C(c2cccnc2)C2=C(CC(C)(C)CC2=O)N1 (stereo not drawn)
    -10.8, 0.6, -274.8, -0.5, -1.9, 0.8, 8.9, -14.8
[6] COCCn1c(SCC(=O)Nc2cc(C)on2)nc2cc(Cl)ccc2c1=O
    -21.1, -5.3, -3.6, 8.5, 1.5, -5.8, 1.8, 3.4
[7] S=C(NCCc1ccccc1)N1CCN(Cc2ccc(Cl)c(Cl)c2)CC1
    -11.3, 3.6, 20.8, -2.9, -0.1, 1.0, -1.3, -3.6
[8] COc1cccc(-c2nc(CS(=O)(=O)CC(=O)NCCc3cc(OC)ccc3OC)c(C)o2)c1
    -0.1, -8.7, 3.2, 8.7, -0.2, -4.4, -1.0, -5.9
[9] O=C(Cc1cccc2ccccc12)N/N=C/c1ccc(OC(=O)/C=C/c2ccco2)cc1
    4.1, -8.6, 23.2, 1.9, -2.3, -5.5, 2.3, 4.0
[10] CN(C(=O)COC(=O)c1cccnc1Cl)C1CCCCC1
    -2.0, -5.7, 2.6, 1.4, -1.9, -7.2, 0.4, -4.7
[11] CCN(C(=O)CSc1nc2ccc([N+](=O)[O-])cc2s1)C1CCS(=O)(=O)C1 (stereo not drawn)
    5.2, 0.6, 17.4, 10.5, 5.7, 2.1, -2.7, 7.5
[12] O=S(=O)(c1cccs1)N1CCN(c2ccc(O)cc2)CC1
    -11.5, -2.3, 19.2, -0.5, 1.3, -1.8, 0.3, 27.4
[13] Cn1c(N2CCN(C(c3ccccc3)c3ccccc3)CC2)nc2c1c(=O)[nH]c(=O)n2C
    -3.2, -4.4, 4.8, 2.9, -1.5, -1.6, -3.9, -11.8
[14] Cc1ccnc(NS(=O)(=O)c2ccc(NC(=O)c3ccc(S(=O)(=O)N4CCOCC4)cc3)cc2)n1
    0.1, 37.0, 13.5, 7.6, 0.4, -8.1, -1.4, -0.4
[15] COc1cc(OC)cc(-c2nnc(N(C)C(=O)c3ccncc3)s2)c1
    -12.9, -4.2, -4.8, -5.7, -0.2, -6.3, 0.3, 17.0

Arranged by formula weight (lowest first): some entries from above.
Each structure is followed by: SENP6 inh, ATG4B inhibitor, SENP8 block, SENP7 inh, MPTP block, HKDC1 inh, GRIN3A LBD mod, PfG6PD inh
[1] FC(F)(F)c1cc(-c2ccco2)nc(NCc2ccccc2)n1
    0.0, 37.2, -186.7, 6.1, 1.7, 4.3, -5.0, 13.1
[12] O=S(=O)(c1cccs1)N1CCN(c2ccc(O)cc2)CC1
    -11.5, -2.3, 19.2, -0.5, 1.3, -1.8, 0.3, 27.4
[5] CC1=C(C(=O)OC(C)C)C(c2cccnc2)C2=C(CC(C)(C)CC2=O)N1 (stereo not drawn)
    -10.8, 0.6, -274.8, -0.5, -1.9, 0.8, 8.9, -14.8
[6] COCCn1c(SCC(=O)Nc2cc(C)on2)nc2cc(Cl)ccc2c1=O
    -21.1, -5.3, -3.6, 8.5, 1.5, -5.8, 1.8, 3.4
[9] O=C(Cc1cccc2ccccc12)N/N=C/c1ccc(OC(=O)/C=C/c2ccco2)cc1
    4.1, -8.6, 23.2, 1.9, -2.3, -5.5, 2.3, 4.0

Continued:
Each structure is followed by: SENP6 inh, ATG4B inhibitor, SENP8 block, SENP7 inh, MPTP block, HKDC1 inh, GRIN3A LBD mod, PfG6PD inh
[16] O=c1[nH]nc(-c2ccc(F)cc2)cc1-c1ccccc1
    ·, -0.9, -171.2, ·, -1.7, 3.1, 1.2, -4.8
[17] CCN1CCN(c2ccc(S(=O)(=O)N3CCCCC3)cc2NC(=O)c2cccc(Cl)c2)CC1
    -6.4, -5.7, 1.3, -0.6, 6.3, -0.7, ·, 19.7
[18] Cc1ccc(NC(=O)CC(C)c2ccccc2)cc1S(=O)(=O)N1CCOCC1 (stereo not drawn)
    7.7, -9.1, 7.2, 4.4, -0.3, -2.9, -0.9, -1.3
[19] N/C(=N\OC(=O)c1cccc([N+](=O)[O-])c1)c1ccccn1
    50.2*, 0.6, 12.6, 61.0*, -0.9, -2.3, -1.4, -8.5
[20] COc1ccc(-n2c3c(cc(C#N)c2=O)C(=O)CCC3)cc1
    -4.7, 6.4, -6.3, -4.6, -1.2, 0.9, 0.5, -12.2
[21] CS(=O)(=O)c1ccc2nc(NC(=O)c3ccc(Cn4cc(Br)cn4)o3)sc2c1
    -5.2, -5.5, -412.4, -1.0, 0.1, -1.2, -1.6, -31.6
[22] O=[N+]([O-])c1ccc(N2CCCCC2)c(Cl)c1N1CCCCC1
    5.0, -4.8, 24.0, 5.4, 1.7, -5.3, -1.0, 12.8
[23] O=c1c2cc(Cl)ccc2oc2nc3n(c(=O)c12)CCCS3
    -5.4, -8.3, -118.2, 0.5, -7.4, 7.7, 0.7, 0.4
[24] Cc1cc(=O)[nH]c2ccccc12
    -20.6, -5.6, -5.2, -15.2, -1.6, 6.6, 0.0, 16.5
[25] CCN(CC)S(=O)(=O)c1ccc(C(=O)OCCN2C(=O)CCC2=O)cc1
    -1.4, 2.4, 8.3, -8.2, -0.7, -9.3, 1.0, -1.0
[26] FC(F)Oc1ccc(C2N=C(c3ccccc3)NO2)cc1 (stereo not drawn)
    61.9*, 4.5, -19.7, 1.7, 1.4, -0.2, -0.2, 8.2
[27] Fc1ccccc1COc1ccc2ccccc2c1CNc1nn[nH]n1
    10.8, 4.5, 0.9, 5.8, 4.2, -8.7, -10.8, 6.8
[28] COc1ccc(-c2cn3c(C)c(C(=O)N4CCc5ccccc5C4)sc3n2)cc1
    -2.3, 34.0, 13.8, -4.9, 0.7, -0.5, -6.7, 24.7
[29] Cc1cc(C)c(NC(=O)C(C)c2cccc(C(=O)c3ccccc3)c2)c(C)c1 (stereo not drawn)
    5.2, -15.6, 8.6, -4.9, 1.8, 3.6, 0.1, -8.0
[30] COc1ccc(N2CCN(C(c3cc(OC)ccc3OC)c3nnnn3CC3CCCO3)CC2)cc1 (stereo not drawn)
    -11.8, -6.2, 18.3, -8.1, 3.5, -1.2, -4.1, -4.6

Complete entries, looked up by structure. Order of screens: SENP6 inh, ATG4B inhibitor, SENP8 block, SENP7 inh, MPTP block, HKDC1 inh, GRIN3A LBD mod, PfG6PD inh
FC(F)Oc1ccc(C2N=C(c3ccccc3)NO2)cc1 (stereo not drawn) is listed with 61.9*, 4.5, -19.7, 1.7, 1.4, -0.2, -0.2, 8.2
COc1ccc(N2CCN(C(c3cc(OC)ccc3OC)c3nnnn3CC3CCCO3)CC2)cc1 (stereo not drawn) is listed with -11.8, -6.2, 18.3, -8.1, 3.5, -1.2, -4.1, -4.6
CS(=O)(=O)c1ccc2nc(NC(=O)c3ccc(Cn4cc(Br)cn4)o3)sc2c1 is listed with -5.2, -5.5, -412.4, -1.0, 0.1, -1.2, -1.6, -31.6

Going on with the list:
Each structure is followed by: SENP6 inh, ATG4B inhibitor, SENP8 block, SENP7 inh, MPTP block, HKDC1 inh, GRIN3A LBD mod, PfG6PD inh
[31] O=C(/C=C/c1ccco1)NC(=S)N1CCCCC1
    -14.2, 1.9, 5.7, -2.7, -0.8, 0.9, 0.9, 10.8
[32] CCCCn1c(N)c(N(CCOC)C(=O)CCNC(=O)c2ccccc2Cl)c(=O)[nH]c1=O
    4.1, -3.0, -12.6, -8.4, -2.5, -2.0, -2.1, -6.7
[33] COc1ccc(-c2[nH]ncc2CN2CCC(C(=O)N3CCOCC3)CC2)c(F)c1
    -12.1, 6.0, 5.7, -11.7, 0.7, -4.6, 0.7, -7.0
[34] CCOC(=O)N1CCN(c2cc(C)c(C(C)=O)cc2F)CC1
    -26.1, -5.0, 1.1, -2.2, 1.8, 9.7, -5.0, -3.7
[35] O=C(NCc1ccco1)c1ccc(NC(=O)C2COc3ccccc3O2)cc1 (stereo not drawn)
    -14.9, -15.7, 6.6, -0.3, -3.0, -5.3, -0.2, 5.4
[36] O=C(CCn1nc(-c2ccccc2)ccc1=O)NCCCN1CCCCCC1
    8.7, -6.2, 20.0, 1.4, 0.0, -2.5, -0.5, 13.3
[37] CC(C)c1ccc(S(=O)(=O)N2CCC(C(=O)N3CCN(c4cccc(Cl)c4)CC3)CC2)cc1
    ·, -1.0, 14.6, ·, 0.7, -1.1, -1.1, 8.2
[38] Cc1cccc2sc(NC(=O)C3CCCN(S(=O)(=O)c4cccc5nonc45)C3)nc12 (stereo not drawn)
    7.4, -5.6, -17.4, 9.3, -1.7, 3.9, 0.1, 9.8
[39] Cc1ccc(NC(=O)c2ccc(Nc3ccccc3F)nc2)cc1
    -4.1, -2.2, -93.3, -1.6, 0.8, 7.8, 30.4*, 2.0
[40] CCOc1ccc2nc(SCC(=O)c3ccccc3)sc2c1
    -11.4, 7.8, 1.9, 1.5, 0.9, 14.8, 1.8, 25.2
[41] COc1ccccc1NC(=O)/C(N=Nc1ccc(C)c(S(=O)(=O)Nc2ccccc2Cl)c1)=C(\C)O
    -13.5, -1.5, 20.0, -12.8, 2.8, 2.4, 0.6, 0.5
[42] Cc1ccc(S(=O)(=O)CCc2nnc(NC(=O)C3CCCO3)s2)cc1 (stereo not drawn)
    0.1, -5.7, 16.3, -4.5, -0.7, -3.1, 1.4, -2.0
[43] CC(=O)Nc1ccc2c(c1Br)Cc1ccccc1-2
    ·, -12.6, 8.4, ·, -0.5, -1.9, 6.4, 12.1
[44] Cc1cc(-n2c(=O)c(C#N)cc3c(=O)n4cccc(C)c4nc32)no1
    -5.4, 3.4, -270.2, -5.1, 1.4, -7.0, 4.8, -6.0
[45] OCCC1CN(Cc2cnc(N3CCCC3)s2)CCN1Cc1ccccc1 (stereo not drawn)
    -10.8, 8.5, 17.9, -12.0, 0.0, -1.3, -2.0, 0.7

Additional records
Each structure is followed by: SENP6 inh, ATG4B inhibitor, SENP8 block, SENP7 inh, MPTP block, HKDC1 inh, GRIN3A LBD mod, PfG6PD inh
[46] CCC(=O)Nc1cc(C(=O)OCc2ccc(C(=O)Oc3ccccc3)cc2)ccc1C
    -8.8, -3.1, 13.6, -11.6, 0.6, -2.2, 1.1, -7.2
[47] Cc1cc(C(=O)CSc2nc3ccccc3n2CCC#N)c(C)n1Cc1cccs1
    -2.5, -10.6, 1.4, 4.9, 5.0, 3.2, -0.3, -1.7
[48] CCCc1c(CC)c(=N)c2ccccc2n1C
    -3.4, -2.2, -257.1, 2.0, -0.6, -0.7, -2.0, -25.2
[49] COc1ccccc1NC(=O)N1CCCC1C(=O)NCC1CCCO1 (stereo not drawn)
    -7.8, 6.2, 0.4, 5.8, -0.7, 0.9, -1.2, -10.4
[50] COc1ccc(OC)c(NC(=O)Cn2c(-c3ccc(Cl)cc3)noc2=O)c1
    -6.5, 7.1, 7.2, 11.3, -3.1, 2.5, -1.0, -1.0
[51] Oc1ccc(NC(=S)Nc2ccc(O)cc2)cc1
    -3.7, -0.8, 23.8, 2.2, 2.1, -6.1, -3.4, 15.7
[52] COc1ccc(CNC(=O)CCCn2c(SCC#N)nc3cc4c(cc3c2=O)OCO4)cc1
    -1.7, -6.1, 6.6, -3.5, 1.1, -0.3, -2.0, 17.1
